Screens from PubChem BioAssay.
GRIN3A LBD mod: NR3A (human) ligand-binding domain modulation; Tm shift relative to glycine control, % at 25 µM; 340,000 compounds, 2.5% hits; AID 1259313; NR3A LBD differential scanning fluorimetry, Tm shift; 0% = protein alone, 100% = glycine-bound protein;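 active = melting temperature shift of at least 10% of the positive control shift, at one fixed dose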
SENP6 block: blocks the human protease SENP6 | Q9GZR1 | Recombinant SENP6 catalytic domain, aminoluciferin luminescence | inhibition, % at 10 µM | 330,000 compounds, 1.8% hits;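 active = inhibition above about 50% at the single tested dose, limit read from the data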;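 also: plate controls were DMSO wells with enzyme for no effect and DMSO wells lacking enzyme for full effect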
PfGluPho inh: PfG6PD (Plasmodium falciparum) enzyme inhibition | PfGluPho enzyme, NADPH resazurin-diaphorase fluorescence | inhibition, % at 20 µM | 350,000 compounds, 0.78% hits | AID 504690;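 active = inhibition reaching at least a set limit at 20 µM in the primary screen, cut at about 59% in these data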;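 also: 0% = DMSO wells with substrate and 100% = DMSO wells lacking glucose-6-phosphate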
HKDC1 inh: HKDC1 (human) hexokinase inhibition; Q2TB90; recombinant HKDC1, G6PDH/diaphorase resazurin coupled fluorescence; inhibition, % at 20 µM; 340,000 compounds, 0.16% hits;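 active = inhibition above about 35% when tested at 20 µM, limit read from the data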;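 also: plate controls were DMSO wells with enzyme for no effect and DMSO wells lacking enzyme for full effect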
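Material: recombinant HKDC1 hexokinase; Amount: HKDC1 at 5 µg/mL; Medium: Tris pH 8.0 buffer with MgCl2, Tween-20, BSA, BME; Schedule: 90 min reaction incubation at room temperature, dark; Technique: coupled resazurin fluorescence, excitation 525 nm, emission 613 nm.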
SENP7 inh: inhibitors of human SENP7 protease; 330,000 compounds, 1.5% hits; inhibition, % at 5 µM; recombinant SENP7, Z-RLRGG-aminoluciferin luminescence, 40 min;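 active = inhibition above about 50% at the single test dose, limit read from the data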;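 also: plate controls were DMSO with enzyme for no effect and no enzyme buffer wells for full effect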
Target sequence (Q9BQF6 706-1050 limits assumed): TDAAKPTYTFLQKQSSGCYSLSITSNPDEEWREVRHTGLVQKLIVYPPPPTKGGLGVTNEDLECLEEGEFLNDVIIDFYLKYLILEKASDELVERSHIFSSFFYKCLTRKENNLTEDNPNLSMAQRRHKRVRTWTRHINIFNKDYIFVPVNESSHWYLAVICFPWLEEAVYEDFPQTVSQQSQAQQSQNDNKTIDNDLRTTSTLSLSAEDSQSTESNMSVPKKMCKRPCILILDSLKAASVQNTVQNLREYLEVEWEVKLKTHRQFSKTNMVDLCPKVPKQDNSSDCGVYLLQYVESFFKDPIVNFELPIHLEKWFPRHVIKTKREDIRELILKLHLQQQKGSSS
SENP8 block: blocks human SENP8 cleavage of Nedd8 substrate; Q96LD8; 360,000 compounds, 0.64% hits; recombinant SENP8, Nedd8 substrate fluorescence; inhibition, % at 20 µM; AID 602440; in the data active = inhibition mostly above about 40%, no sharp cut-off; inactive = mostly below about 27%
Target sequence (Q96LD8 whole entry, looked up): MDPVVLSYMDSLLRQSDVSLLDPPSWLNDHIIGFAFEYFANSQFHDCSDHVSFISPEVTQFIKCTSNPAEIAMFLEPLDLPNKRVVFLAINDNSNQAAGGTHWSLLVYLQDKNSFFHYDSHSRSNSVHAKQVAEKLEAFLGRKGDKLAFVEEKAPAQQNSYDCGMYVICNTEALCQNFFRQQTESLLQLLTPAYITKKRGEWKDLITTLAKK
MPTP inh: blocks calcium-induced mitochondrial swelling. isolated mouse mitochondria, Ca2+ swelling absorbance, 30 min. inhibition, % at 10 µM. 360,000 compounds, 1.4% hits. AID 602449;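 active = inhibition of 50% or more, scaled per plate between neutral and stimulator controls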;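 also: 0% = DMSO wells given calcium and 100% = 1 mM EGTA wells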
ATG4B inh: blocks human ATG4B protease cleavage of LC3 substrate. Q9Y4P1. ATG4B cleavage of LC3-PLA2, NBD-HPC fluorescence, 1 h. inhibition, % at 8.33 µM. 340,000 compounds, 0.51% hits. AID 504462; in the data active = inhibition above about 40%
Target sequence (Q9Y4P1 whole entry, looked up): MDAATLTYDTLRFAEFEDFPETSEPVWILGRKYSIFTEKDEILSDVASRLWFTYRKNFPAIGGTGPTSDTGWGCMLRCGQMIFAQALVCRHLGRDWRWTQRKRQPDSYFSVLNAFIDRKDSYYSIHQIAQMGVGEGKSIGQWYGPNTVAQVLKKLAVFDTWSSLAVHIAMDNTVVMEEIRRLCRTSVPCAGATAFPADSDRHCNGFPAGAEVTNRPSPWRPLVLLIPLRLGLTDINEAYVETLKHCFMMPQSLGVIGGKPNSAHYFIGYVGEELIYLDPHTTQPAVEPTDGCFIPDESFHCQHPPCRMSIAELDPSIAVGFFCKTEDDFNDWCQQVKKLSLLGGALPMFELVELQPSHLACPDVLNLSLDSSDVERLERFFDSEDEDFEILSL
The depositor's hits bear a star; x = not tested or not shown. Hits appear at their usual frequency. Share with any hit: about 6.9%.

Structure,GRIN3A LBD mod,SENP6 block,PfGluPho inh,HKDC1 inh,SENP7 inh,SENP8 block,MPTP inh,ATG4B inh
Cc1ccc(C(=O)C2=C(O)C(=O)N(Cc3cccnc3)C2c2ccc(OC(C)C)cc2)o1 (configuration not stated),-3,8,-9,4,-5,-33,-1.7,-3
CCSc1nc2nc(C)cc(C)n2n1,0,-5,-3,1,-5,19,-0.9,1
Cc1ccc(O)c(NC(=O)c2ccc3c(c2)C(=O)N(Cc2cccnc2)C3=O)c1,2,47,-13,-2,86*,8,0.6,-4
O=C(Nc1cc(S(=O)(=O)N2CCOCC2)ccc1-n1cncn1)c1ccc(Cl)cc1,2,-31,-8,-10,-8,15,0.5,2
CCN(CC)C(=O)C(=O)c1ccn(-c2c(C)csc2C(=O)OC)c1,0,8,-4,-7,-7,-4,-0.5,13
COC(=O)/C=C1\NCCSC1=O,1,22,-17,2,0,2,-2.3,-5
COc1ccc(OC)c(NC(=O)N2CCCC(C)C2)c1 (configuration not stated),5,8,3,1,-8,20,-0.2,-5
CN(CC(=O)NNC(=O)CCNS(=O)(=O)c1ccccc1)S(=O)(=O)c1ccc(Cl)cc1,2,-1,-8,-9,-6,7,-0.8,-7
COc1ccc([C@H]2C(C(=O)O)=C[C@@H](C(C)(C)C)N2S(=O)(=O)c2ccccc2)cc1,-1,10,-14,0,-1,-13,1.8,-11
CCc1cccc(CC)c1NC(=O)COC(=O)/C(C#N)=C/c1ccc(OC)cc1,7,-10,-4,-8,-8,-3,1.2,-2
O=C(Nc1ccc2c(c1)CCC2)C1CCCN(c2ncccn2)C1 (configuration not stated),1,2,18,-3,-13,-72,-3.0,1
O=C(O)C1CC=CCC1C(=O)N1CCN(c2nc(-c3ccccc3Cl)c3cc(Br)ccc3n2)CC1 (configuration not stated),-4,3,-23,-2,5,-174,13,0

(list continues)
Structure,GRIN3A LBD mod,SENP6 block,PfGluPho inh,HKDC1 inh,SENP7 inh,SENP8 block,MPTP inh,ATG4B inh
CN(C(=O)c1ccc2c(=O)n3c(nc2c1)CCCCC3)c1ccccc1,1,-28,-14,-7,-9,14,2.9,-7
O=C(CSc1nccn1-c1cccc(Cl)c1)NO,0,-4,-13,-12,0,18,1.1,2
COc1ccc(C(=O)NC(=O)NC2(C(Cl)(Cl)Cl)OCCO2)cc1,1,-27,-10,-4,49,23,1.8,0
O=C(NC(=S)NNC(=O)c1ccco1)c1ccccc1,-1,-6,7,-4,-7,6,0.5,-6
Cc1ccc(C(C)C)cc1OCCn1cncn1,3,-12,-6,1,-11,16,-0.3,-10
CCOC(=O)C1(CCCc2ccccc2)CCN(C(=O)CCc2cnccn2)CC1,-19,-6,-7,0,3,15,11,3
O=C1NCCN(C(=O)CCc2nnc(-c3ccsc3)o2)C1c1ccc(F)cc1 (configuration not stated),0,-19,2,-8,-3,6,-0.6,6
O=S(=O)(c1cc(F)ccc1F)N1CCN2CCCC2C1 (configuration not stated),-1,-15,1,-3,-13,13,-0.9,-2
COc1ccc(NC(=O)N2CC(C)OC(C)C2)cc1OC (configuration not stated),0,-16,9,-7,1,11,0.5,-15
N/C(=N\OC(=O)C12CC3CC(CC(C3)C1)C2)c1ccncc1,0,-14,10,-2,7,25,-2.1,-3
COc1cccc2cc(C(=O)NCCc3ccccc3)c(=O)oc12,-2,-14,-1,-2,-12,-58,0.8,-1
CSCC[C@H](NC(=O)N1CCn2c1nc1ccccc12)C(=O)NC1CC1,0,-9,-10,-6,5,16,-1.4,-6

Other entries.
Structure,GRIN3A LBD mod,SENP6 block,PfGluPho inh,HKDC1 inh,SENP7 inh,SENP8 block,MPTP inh,ATG4B inh
CCCCN(C(=O)c1cccc(-n2cccc2)c1)c1c(N)n(Cc2ccccc2)c(=O)[nH]c1=O,x,-27,x,x,12,-29,-1.0,x
Cc1ccc(S(=O)(=O)NC(Cc2c[nH]c3ccccc23)C(=O)O)cc1 (configuration not stated),2,-3,2,0,5,3,0.7,-13
COc1cccc(C(C)NC(=O)Nc2cccc(C(F)(F)F)c2)c1 (configuration not stated),0,-14,28,1,3,11,96*,-1
O=C(NCCOC(=O)C1COc2ccccc2O1)C1COc2ccccc2O1 (configuration not stated),2,-3,-9,10,0,1,-2.0,0
CC(CCc1ccccc1)OS(N)(=O)=O (configuration not stated),-2,-13,5,-4,8,16,-1.4,-6
CCOC(=O)NNC(=S)Nc1c(C)n(C)n(-c2ccccc2)c1=O,0,-8,-6,-3,3,6,0.9,-8
COc1cccc(NC(=O)c2ccccc2-c2nc(-c3ccc(Cl)cc3)no2)c1,16*,-18,-6,3,-11,15,3.9,7
O/N=C\c1cnc(N2CCN(c3ccccc3)CC2)s1,0,-4,1,1,-7,20,-0.2,-7
CN(C)C(=O)CCC(=O)N(C)CC1CCCN(CCc2ccc(F)cc2)C1 (configuration not stated),-2,-9,-1,-6,-13,14,-0.6,-4
CCOC(=O)N1CCN(C(=O)Cn2nc(C)n3nc(-c4ccc(CC)cc4)cc3c2=O)CC1,1,-11,-21,-3,5,-6,-2.4,6
C/C(Cc1ccccc1)=N\NC(=O)C1CCCCC1,0,-25,-1,-12,-11,5,-0.2,0
N/C(=N\OC(=O)COc1ccccc1)c1ccc(Cl)cc1,-29,21,-7,13,-1,2,0.2,3

Additional structures:
Structure,GRIN3A LBD mod,SENP6 block,PfGluPho inh,HKDC1 inh,SENP7 inh,SENP8 block,MPTP inh,ATG4B inh
C/C(N)=C(/C#N)C(=O)COC(=O)c1ccc(C#N)cc1,-4,11,-6,3,2,21,-0.6,2
CCOc1ccc2[nH]c3nc(SCC(=O)NCC4CCCO4)nnc3c2c1 (configuration not stated),-2,-18,7,0,6,10,-0.5,0
CC(=O)c1cn(-c2ccc(Cl)cc2)c(=O)n(Cc2ccc(Br)cc2)c1=O,1,-17,5,-11,-1,-1,1.4,-5
CCOCCCNC(=O)CN1C(=O)COc2ccc(S(=O)(=O)N3CCC(C)CC3)cc21,1,-2,4,-7,-6,5,0.0,0
CCCOc1ccccc1C1NC(=O)NC(C)=C1C(=O)OCCOC (configuration not stated),-1,-36,-8,-13,-9,35,-2.7,-7
Brc1cc(-c2ccccc2)nc(-c2ccccc2)n1,1,-9,6,0,2,6,-1.5,0
Cc1ccc(S(=O)(=O)N2CCCCC2)cc1NC(=O)CSc1nnnn1C,-1,-4,-9,-5,3,21,0.1,29
CC(Cl)C(=O)Nc1ccccc1C#N (configuration not stated),0,-1,-11,1,0,6,0.2,-5
COc1ccc(-c2csc(CCn3nc(C)cc3C)n2)cc1,1,-1,-9,-4,7,-12,-1.0,-5
COc1ccc(/C=C/C=C2\NC(=S)NC2=O)cc1,-9,15,-11,-6,-18,-11,-1.6,6
O=C1CC(c2ccc3c(c2)OCO3)C2=C(CCCC2=O)N1 (configuration not stated),-4,-8,-3,0,0,11,0.1,3
O=C(NCCCc1ccccc1)Nc1cccc(Cl)c1,7,3,19,-12,-2,11,70*,19

(listing goes on)
Structure,GRIN3A LBD mod,SENP6 block,PfGluPho inh,HKDC1 inh,SENP7 inh,SENP8 block,MPTP inh,ATG4B inh
CCOc1cc(/C=C2/SC(=O)N(CC(=O)N3CCc4ccccc4C3)C2=O)ccc1OCC(=O)O,0,-3,-38,4,-2,-180,-0.7,56*
O=C(COC(=O)c1ccc(F)cc1F)Nc1ccc2[nH]c(=O)[nH]c2c1,1,-9,0,1,-4,8,1.2,-1
COc1cccc(/C=N/Nc2ccccc2C(=O)O)c1O,2,93*,-2,2,79*,10,0.7,-1
COc1ccc(OC)c(NC(=O)CSc2nnc(CCCO)n2-c2ccccc2)c1,0,-21,1,-6,-2,0,-2.3,9
CCCCCNC(=O)C(C#N)c1nc2ccccc2nc1N1CCCC1 (configuration not stated),-3,6,-1,2,-9,-412,-7.2,-4
Cc1cccc(NC(=O)Cn2cnc3c(oc4ccccc43)c2=O)c1C,0,-10,2,-5,-5,9,1.9,-1
NC(=S)Cc1nc2n(n1)Cc1ccccc1-2,4,-9,-2,-10,-5,3,-2.0,-11
O=C(C#Cc1ccccc1)c1cccc([N+](=O)[O-])c1,1,-7,43,37*,-9,16,-2.8,3
O=C1CCC(c2ccc3ccccc3c2)O1 (configuration not stated),0,x,3,-1,x,6,0.5,-10
O=S(=O)(NC1CCCCC1)c1ccc(N2CCOCC2)nc1,-1,-15,-4,-5,14,-40,4.6,-4
O=S(=O)(c1ccc(Br)s1)N1CCc2ccccc2C1,4,8,3,-5,3,6,2.0,57*
Cc1cc(C)c(OCC(=O)N(Cc2ccccc2)C2CCS(=O)(=O)C2)c(C)c1 (configuration not stated),0,0,14,-5,-1,7,-1.9,-12

Among those listed so far, 5 contain an aryl thioether with sulfur outside any ring.
Structure,GRIN3A LBD mod,SENP6 block,PfGluPho inh,HKDC1 inh,SENP7 inh,SENP8 block,MPTP inh,ATG4B inh
CCSc1nc2nc(C)cc(C)n2n1,0,-5,-3,1,-5,19,-0.9,1
O=C(CSc1nccn1-c1cccc(Cl)c1)NO,0,-4,-13,-12,0,18,1.1,2
CCOc1ccc2[nH]c3nc(SCC(=O)NCC4CCCO4)nnc3c2c1 (configuration not stated),-2,-18,7,0,6,10,-0.5,0
Cc1ccc(S(=O)(=O)N2CCCCC2)cc1NC(=O)CSc1nnnn1C,-1,-4,-9,-5,3,21,0.1,29
COc1ccc(OC)c(NC(=O)CSc2nnc(CCCO)n2-c2ccccc2)c1,0,-21,1,-6,-2,0,-2.3,9

Continuation:
Structure,GRIN3A LBD mod,SENP6 block,PfGluPho inh,HKDC1 inh,SENP7 inh,SENP8 block,MPTP inh,ATG4B inh
COc1cc(S(=O)(=O)Nc2ccc(C)cc2)ccc1N=Cc1c(C)[nH]n(-c2ccc(C)cc2)c1=O,28*,-9,13,-5,3,36,-0.9,-4
O=C(COC(=O)CCNS(=O)(=O)c1cccs1)Nc1cc(C(F)(F)F)ccc1Cl,-14,-6,4,-3,9,14,0.1,-7
COC(=O)[C@@H]1C[C@@]2(O)[C@@H](O)[C@@H](O)[C@@H](O)C[C@H]2N1Cc1ccc(C)s1,0,3,-4,-1,-6,-7,-0.1,12
CCc1nc2ccccc2c(C(=O)OCC(=O)Nc2cccc(S(=O)(=O)NC3=NCCCCC3)c2)c1C,-4,-10,8,-2,-6,12,4.1,-10
O=C(CN1CCC(NC(=O)C2CCCCC2)CC1)Nc1ccccc1,0,x,-5,-1,x,12,-1.2,4
CCCCn1c(-c2csc3ccccc23)n[nH]c1=S,-2,-8,23,3,-4,-6,-0.6,-2
CCCCN1C(=O)C(NC(C)=O)c2cc(Br)ccc21 (configuration not stated),-2,6,0,-3,0,10,-0.7,-5
COC(=O)c1ccncc1C(=O)Nc1ccc(F)cc1,-1,-27,-14,-7,-5,4,0.4,1
CCC1CCCCN1C(=O)c1sc2ncnc(N(CC)CC)c2c1C (configuration not stated),-3,-5,-36,19,6,35,0.3,9
COC(=O)C1=C(C(=O)OC)[C@@H]2N(C)c3ccc(OC)cc3[C@@]23C[C@@H](C(=O)OC)N(C(=O)c2ccco2)C3=N1,0,-18,14,-2,6,19,0.6,-8
CCOC(=O)c1cnc2cc(C)ccn2c1=O,-1,-17,2,-15,-7,-406,19,5
O=C(CN1CCN(Cc2ccc(Cl)cc2)C1=O)NCc1cccs1,0,-20,9,-4,3,3,1.9,-7

Next part
Structure,GRIN3A LBD mod,SENP6 block,PfGluPho inh,HKDC1 inh,SENP7 inh,SENP8 block,MPTP inh,ATG4B inh
CC(=O)OCCCNc1cc(Sc2ccc(Cl)cc2)c2nonc2c1[N+](=O)[O-],-3,x,14,3,x,17,9.4,5
COC(=O)CSc1nc2ccc(NC(C)=O)cc2s1,-1,-7,-5,1,4,-16,1.7,0
CC(C)C(=O)NC(=S)Nc1ccc(S(=O)(=O)N(C)C)cc1,1,-10,-10,-4,-2,30,-0.5,7
COc1ccc(N2C(=O)CSC2c2ccc(F)c(F)c2)cc1 (configuration not stated),0,-7,4,0,-7,2,-0.8,2
